# Screens as filed in PubChem.
# A549 tox: kills or reduces viability of A549 cells in Nrf2 counter-screen. A549 ARE-Fluc cells, CellTiter-Fluor viability, 18-24 h. actives 0.16% (n = 390,000). Potency, µM (highest dose often 46 µM), for inactives: top-dose activity change, negative = cytotoxicity, usual class: inhibitors; further: potency means the concentration at half of the fitted maximal effect; on the % scale 0 is the no-effect control and ±100 the full control effect
#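 Cytotoxicity counterscreen: CellTiter-Fluor fluorescence was measured in A549 ARE_Fluc cells after 18-24 h of compound exposure in a concentration series. The subsequent BugLite luminescent read reports ARE-luciferase activity.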
# Nrf2 inh: blocks Nrf2 signaling; A549 ARE-Fluc reporter, luciferase luminescence, 18-24 h; Potency, µM (doses to about 46 µM), inactives show at the top dose activity change, negative = inhibition, usual class: inhibitors; actives 2.1% (n = 360,000); further: potency means the concentration at half of the fitted maximal effect; on the % scale 0 is the no-effect control and ±100 the full control effect; nearly all actives have a fitted effect of over 60% in size
#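 A549 ARE_Fluc cells, 5000/well, 5% FBS OPTI-MEM; compounds in dose-response, 18-24 h at 37 °C/5% CO2; CellTiter-Fluor viability read (Ex 405/Em 525), then BugLite luciferase luminescence = Nrf2 activity.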
# ATXN2 expr inh: reduces ATXN2 reporter expression in HEK-293 cells; actives 0.72% (n = 360,000); Potency, µM (series often up to 57 µM), for inactives: top-dose activity change, negative = inhibition, hits mostly inhibitors; AID 1745845; HEK-293 ATXN2-luciferase reporter, luminescence, 24 h; further: potency means the concentration at half of the fitted maximal effect; on the % scale 0 is the no-effect control and ±100 the full control effect; nearly all actives have a fitted effect of over 55% in size
#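 qHTS (up to 57 uM final) was run with 24 h compound exposure of reporter cells at 37 °C. Each well was multiplexed: SteadyGlo luminescence measured ATXN2-luciferase expression after a fluorogenic Gly-Phe-AFC viability readout (25 uM final).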
# Nrf2 ARE act: activates Nrf2 signaling; actives 0.31% (n = 410,000); AREc32 ARE-luciferase reporter (MCF7-derived line), luminescence, 24 h; Potency, µM (top dose mostly 46.1 µM), without a hit: at the top dose activation, most hits filed as activators; AID 624171; further: potency means the concentration at half of the fitted maximal effect; % of control where 0% means no effect; nearly all actives have a fitted effect of over 65% in size
#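 Cells of the AREc32 ARE-luciferase line are plated in OPTI-MEM containing 5% FBS and left overnight at 37 deg C. Compounds are pinned in, incubation continues 24 hr, and firefly luciferase signal is then measured.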
# EPAC2 ag: EPAC2 (human) agonism. Q8WZA2. EPAC2 activation, biochemical qHTS; response scale: 100% = 6.5 mM cAMP response. Potency, µM (series often up to 154 µM), for the others: at the top dose activation, actives largely listed as activators. actives 0.079% (n = 360,000); further: potency means the concentration at half of the fitted maximal effect; nearly all actives have a fitted effect of over 50% in size
# Target sequence (Q8WZA2 whole entry, looked up): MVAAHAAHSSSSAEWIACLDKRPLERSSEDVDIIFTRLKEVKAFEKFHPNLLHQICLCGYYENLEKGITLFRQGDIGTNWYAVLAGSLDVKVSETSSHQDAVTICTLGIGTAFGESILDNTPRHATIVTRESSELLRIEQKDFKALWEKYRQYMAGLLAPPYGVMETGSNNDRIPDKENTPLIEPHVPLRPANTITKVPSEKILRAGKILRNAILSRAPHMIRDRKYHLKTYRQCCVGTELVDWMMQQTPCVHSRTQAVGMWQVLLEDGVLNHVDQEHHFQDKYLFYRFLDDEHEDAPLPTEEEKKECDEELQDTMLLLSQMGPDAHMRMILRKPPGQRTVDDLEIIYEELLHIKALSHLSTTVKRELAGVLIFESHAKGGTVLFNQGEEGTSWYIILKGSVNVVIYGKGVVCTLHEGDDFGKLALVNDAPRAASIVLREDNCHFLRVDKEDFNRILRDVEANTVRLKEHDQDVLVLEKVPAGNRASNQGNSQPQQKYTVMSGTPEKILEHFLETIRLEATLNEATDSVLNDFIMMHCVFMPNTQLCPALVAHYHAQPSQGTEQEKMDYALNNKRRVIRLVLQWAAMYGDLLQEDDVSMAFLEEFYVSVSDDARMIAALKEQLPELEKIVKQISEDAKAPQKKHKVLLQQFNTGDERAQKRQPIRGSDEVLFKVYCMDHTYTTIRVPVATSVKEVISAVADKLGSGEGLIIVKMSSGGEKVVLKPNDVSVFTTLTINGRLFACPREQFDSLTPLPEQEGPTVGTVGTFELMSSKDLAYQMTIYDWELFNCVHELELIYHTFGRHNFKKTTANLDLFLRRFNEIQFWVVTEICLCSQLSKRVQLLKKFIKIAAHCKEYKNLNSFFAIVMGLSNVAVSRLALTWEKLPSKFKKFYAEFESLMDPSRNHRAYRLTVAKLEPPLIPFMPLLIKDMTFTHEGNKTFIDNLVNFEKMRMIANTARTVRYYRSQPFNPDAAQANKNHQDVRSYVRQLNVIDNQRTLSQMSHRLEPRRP
#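 Readout is BODIPY fluorescence (480 nm excitation, 540 nm emission), which falls as labeled GDP is exchanged off Rap1B. EPAC2 at 100 nM acted on 250 nM RAP1B-BODIPY-GDP with 50 uM GDP present.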
# IL2 activator: IL-2 activation | IL-2 activation reporter assay, cell-based qHTS; stimulated with anti-CD3/CD4/CD28 beads; in transgenic mouse T cells | activation, % (series mostly up to about 46 µM) | actives 0.065% (n = 360,000); in the data active means activation above about 50%; inconclusive means mostly about 30% to 49%; further: 0% is about no effect
#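 Screening format: compound pinned onto unstimulated transgenic mouse T cells, 60 min incubation, then anti-CD3/anti-CD4/anti-CD28 bead stimulation for 18 hours at 37 degrees C, followed by EGFP and DsRed detection.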
# ATXN viability: reduces viability in counter-screen for ATXN expression inhibitors; S2 cells (HEK-293 line with an ATXN2-luciferase reporter) viability, CellTiter-Fluor protease fluorescence, 24 h; Potency, µM (series often up to 56.7 µM), actives largely listed as cytotoxic; actives 0.49% (n = 400,000); further: potency means the concentration at half of the fitted maximal effect; nearly all actives have a fitted effect of over 40% in size
# TGFb SMAD3 inh: blocks TGF-b signaling | HepG2 CAGA-GFP TGF-b/SMAD3 reporter, GFP fluorescence, 18 h; TGF-beta stimulated, 500 pg/mL final | Potency, µM (titrated, usually from 46.1 µM), for inactives: at the top dose activity, negative = inhibition, usual class: inhibitors | actives 1.2% (n = 410,000) | AID 588855; further: potency means the concentration at half of the fitted maximal effect; on the % scale 0 is the no-effect control and ±100 the full control effect; nearly all actives have a fitted effect of over 65% in size
#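 HEPG2 CAGA-GFP cells (1000/well, DMEM with 1% FBS) were pre-incubated 2 h at 37 degrees C, given compound by pin tool, then stimulated with TGF-beta at 500 pg/mL final for 18 h before per-cell GFP fluorescence imaging.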
# HepG2 viability: HepG2 cytotoxicity, counter-screen for TGF-b inhibitors; AID 588856; actives 0.76% (n = 410,000); HepG2 CAGA-GFP viability, ATP luminescence, 18 h; Potency, µM (series often up to 46.1 µM), for the others: at the highest dose activity change, negative = cytotoxicity, most hits filed as cytotoxic; further: potency means the concentration at half of the fitted maximal effect; some results filed as inactive show a strong effect at the top dose
#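 CellTiter-Glo luminescence gave cytotoxicity after 18 hours at 37 degrees C. The cells were HepG2 CAGA-GFP in 1% FBS DMEM, stimulated with 500 pg/mL TGF-beta after compound addition. %Activity was normalised to no-cell wells (complete cell-killing) and DMSO (no toxicity), and curves were fitted and classified.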
# Active calls of the source: *; i = inactive; ? = inconclusive; . = no result given; & = joins results of further samples; [ ] = another dose, or the depositor's remark. Unless noted, the call rests on the fitted dose curve; in most records, active means well fitted curve in the direction sought with a large enough effect; inconclusive means small, poorly fitted or top-dose-only effect, or another doubt; inactive means no such curve, though single readings can be large; an effect the other way counts as inactive or inconclusive.
canonical_smiles	A549 tox	Nrf2 inh	ATXN2 expr inh	Nrf2 ARE act	EPAC2 ag	IL2 activator	ATXN viability	TGFb SMAD3 inh	HepG2 viability
COC(=O)c1ccccc1NC1CC(=O)N(c2c(C)cccc2C)C1=O (stereo not given)	4%	0%	-8%	-0.2%	13%	-2.2	i	2%	6%
Cc1ccccc1CNC(=O)C1CCC(=O)N(C2CCCCCC2)C1 (stereo not given)	0%	28%	6%	0.2%	-1%	-0.6	i	3%	-11%
O=C(Nc1cccc(Cl)c1)c1ccccc1	6%	9%	31%	8.7%	9%	-0.3	i	-11%	-30%
CCONC(=O)Nc1ccccc1	0%	9%	3%	0.5%	-4%	-2.9	i	19%	18%
Cc1cc(C)c2c3c(sc2n1)C(=O)N(c1ccccc1C)CC(=O)N3	0%	1%	-6%	-1.2%	2%	-1.3	i	8%	2%
O=C(c1ccccc1)C1C(=O)c2ccccc2C1=O	-4%	8%	3%	27%	-6%	3.7	i	105%[activator]	-14%
COc1cc(C2C(C(=O)c3ccc(C)o3)=C(O)C(=O)N2CCc2ccccc2)ccc1O (stereo not given)	-7%	-8%	-6%	-0.3%	8%	1.0	?	10%	-2%
CCCn1cc(CN2CCC(n3nccc3NC(=O)C(OC)c3ccccc3)CC2)c(C)n1 (stereo not given)	2%	8%	6%	-0.7%	2%	-1.4	i	3%	-3%
Cc1ccc(NC(=O)c2cc3nc(C)cc(C)n3n2)cc1	-1%	.	-31%	18%	9%	1.8	i	?	0%
COc1ccccc1C(=O)Nc1ccc(OC(C)C(=O)N2CCOCC2)cc1 (stereo not given)	3%	-27%	16%	-0.8%	1%	0.7	i	3%	5%
Cc1cc[n+](C2=C([O-])c3ccccc3C(=O)/C2=N\S(=O)(=O)c2cccs2)cc1C	1%	?	-31%	0.1%	4%	2.2	i	-25%	-12%
COc1ccc(CCCc2nnc(SCC(=O)Nc3cc(C)ccc3C)o2)cc1	6%&-2%	-27%&2%	-8%&4%	3.6%&-0.6%	12%	-2.1	i	-10%&-3%	5%&1%
Cc1ccc2c(c1)N(CC(=O)NC1CCC(C)CC1)C(=O)c1cccnc1O2 (stereo not given)	5%	7%	4%	-0.2%	9%	-2.0	i	?	0%
NC(=O)NOCc1ccc(F)cc1Cl	-14%	-10%	10%	-0.1%	1%	-0.1	i	-1%	0%
CCN(C(=O)CN1CCN(c2ccccc2OC)CC1)c1c(N)n(Cc2ccccc2)c(=O)[nH]c1=O	-2%	13%	3%	-1.3%	-4%	0.5	i	5%	-1%
COc1ccc(/C=C/C(=O)c2c(O)cc(C)oc2=O)c(OC)c1	-23%	?	95%[activator]	26%	4%	172*	i	28%	-53%
CC(C)c1ccc(N(C)C(=O)Cc2c(C(=O)O)n(C)c3ccccc23)cc1	0%	5%	.	-0.8%	2%	0.1	i	-2%	-12%
CCOc1ccc(NC(=O)C2CCCCN2S(=O)(=O)c2ccccc2)cc1 (stereo not given)	-5%	-3%	46%[activator]	-0.2%	7%	-3.1	i	-1%	-17%
COc1cc(C(=O)c2ccc3c(c2)OCO3)cc(OC)c1OC	-16%	10%	-11%	-0.6%	7%	-0.3	?	-1%	9%
CCN(CC)S(=O)(=O)c1ccc(N2CCN(CCO)CC2)nc1	0%	?	3%	-0.2%	10%	-0.3	i	-2%	17%
CC(=O)c1ccc(Nc2nc(C(N)CCc3ccccc3)cs2)cc1 (stereo not given)	.	.	?	11%	3%	-0.5	?	-11%	-20%
Cn1c(SCC(=O)Nc2ccc3c(c2)n(C)c(=O)n3C)nnc1-c1ccncc1	1%	1%	23%	4.2%	8%	0.8	i	9%	6%
O=C(NCCN1CCOCC1)c1ccc(CS(=O)(=O)c2ccc(Cl)cc2)o1	0%	4%	4%	0.1%	3%	1.5	i	1%	-4%
CC(C)(C)C1(C)OC(=O)C(=Cc2ccc(OCC(=O)Nc3ccccc3)cc2)C(=O)O1 (stereo not given)	16%	?	28%	0.0%	23%	0.3	i	12%	4%
CC(=O)c1sc(NCc2ccccc2)nc1C	-1%	4%	12%	3.7%	4%	-0.3	?	-25%	-5%
Cc1c(NC(=O)C(C)OC(=O)/C=C/c2ccc(OC(F)F)cc2)c(=O)n(-c2ccccc2)n1C (stereo not given)	-2%	-9%	-3%	0.2%	5%	-4.7	i	-1%	-9%
Cc1nn(CCCC(=O)NCc2ccc(Cl)cc2)c(C)c1[N+](=O)[O-]	1%	-22%	-2%	4.8%	10%	-0.4	i	-16%	-10%
COc1ccc(NC(=O)c2cc(C3CCCCN3S(=O)(=O)c3ccc(F)cc3F)on2)c(C)c1 (stereo not given)	.	.	0%	0.1%	11%	-0.2	?	?	-19%
CCCCN1C(=O)C(CC(=O)NCCc2ccccn2)CC(C(=O)N(C)C)=C1C (stereo not given)	.	.	25%	0.1%	1%	0.7	i	8%	-1%
Cc1cc(C(=O)COC(=O)c2ccc(F)cc2F)c(C)n1C1CC1	-1%	21%	49%[activator]	-0.6%	8%	-4.3	i	0%	4%
O=C(N/N=C/c1ccccn1)c1cc(-c2ccccc2Cl)n[nH]1	0%	-22%	-13%	4.3%	7%	1.4	i	-15%	-31%
CCC1=NN2C(=N)/C(=C\c3ccc(OCCOc4ccc(NC(C)=O)cc4)c(OC)c3)C(=O)N=C2S1	0%	-4%	-12%	2.4%	12%	1.9	i	16%	-5%
O=c1oc(-c2ccc(Br)cc2)nc2ccccc12	0%	?	46%[activator]	?	0%	0.1	i	7%	-19%
COc1cccc(C(=O)Nc2nc3c(s2)CN(C)CC3)c1	0%	?	16%	2.3%	2%	-0.8	i	-3%	-13%
Cc1ccc(CNC(=O)CSc2nc3ccsc3c(=O)n2NC(=O)c2ccccc2)cc1	.	26%	33%	?	9%	-1.6	i	-13%	-12%
COc1cc(NC(=O)c2cccs2)c(C(=O)OCC(=O)NCc2ccco2)cc1OC	-16%	?	-22%	3.1%	25%	1.7	i	1%	4%
CCOC(=O)C1CCN(CC(=O)Nc2ccc(OC)c(S(=O)(=O)N3CCCCC3)c2)CC1	7%	-3%	-15%	0.4%	-1%	-3.6	i	-10%	-8%
CCS(=O)(=O)N1CCC(C(=O)NCc2ccccc2OC)CC1	-5%	-9%	-2%	0.2%	-3%	0.5	i	-2%	13%
CCCNC(=O)C1(C)CCCN(C(=O)c2cc(F)ccc2C)C1 (stereo not given)	.	.	0%	0.7%[9.22 µM]	-1%	2.3	i	18%	-1%
Nc1nc(-c2cccnc2)nn1C(=O)Cc1ccccc1	3%[1.84 µM]	?	-4%	2.3%	-5%	-0.2	i	-28%	-3%

# (list continues)
compound,A549 tox,Nrf2 inh,ATXN2 expr inh,Nrf2 ARE act,EPAC2 ag,IL2 activator,ATXN viability,TGFb SMAD3 inh,HepG2 viability
Cc1cc2c(ncn2C)c(NS(=O)(=O)c2cc(Cl)ccc2Cl)c1C,-17%,-28%,-28%,0.5%,2%,-3.0,i,8%,-29%
Fc1ccccc1-c1nc(-c2ccccc2)no1,13%,?,97%[activator],?,-6%,-1.7,i,-3%,-21%
CC(=O)Cc1nsc(Nc2ccc3c(c2)OCCO3)n1,-2%,?,20%,8.6%,2%,0.5,i,18%,20%
CCCCc1ccc(NC(=O)C(=O)NCCN2CCN(Cc3ccc([N+](=O)[O-])cc3)CC2)cc1,-1%,10%,-25%,0.3%,10%,-0.4,i,-9%,2%
CCc1cccc(C)c1NC(=O)c1nc2ccccc2nc1N1CCCCC1,-3%,.,5%,-0.1%,.,.,?,3%,-14%
O=C1OCCC1Sc1nnc(-c2ccccc2Br)n1Cc1ccccc1 (stereo not given),0%,0%,7%,0.0%,3%,-4.1,i,-6%,0%
CC(=O)/C(N=Nc1cc(C)ccc1O)=C(\C)O,3%,0%,-16%,?,?,0.4,?,0%,-16%
CCN(CCCNC(=O)c1cc2cc3ccc(OC)cc3nc2s1)c1cccc(C)c1,-14%,-15%,-31%,2.7%,.,.,.,13µM*,13µM*

# 5 entries from above, reformatted.
# Results follow in this order: A549 tox, Nrf2 inh, ATXN2 expr inh, Nrf2 ARE act, EPAC2 ag, IL2 activator, ATXN viability, TGFb SMAD3 inh, HepG2 viability
> CCCCc1ccc(NC(=O)C(=O)NCCN2CCN(Cc3ccc([N+](=O)[O-])cc3)CC2)cc1
    -1%, 10%, -25%, 0.3%, 10%, -0.4, i, -9%, 2%
> CCc1cccc(C)c1NC(=O)c1nc2ccccc2nc1N1CCCCC1
    -3%, ., 5%, -0.1%, ., ., ?, 3%, -14%
> O=C1OCCC1Sc1nnc(-c2ccccc2Br)n1Cc1ccccc1 (stereo not given)
    0%, 0%, 7%, 0.0%, 3%, -4.1, i, -6%, 0%
> CC(=O)/C(N=Nc1cc(C)ccc1O)=C(\C)O
    3%, 0%, -16%, ?, ?, 0.4, ?, 0%, -16%
> CCN(CCCNC(=O)c1cc2cc3ccc(OC)cc3nc2s1)c1cccc(C)c1
    -14%, -15%, -31%, 2.7%, ., ., ., 13µM*, 13µM*
